High-throughput results (PubChem BioAssay)
EPAC2 antagonist – EPAC2 (human) antagonism | Q8WZA2 | EPAC2 GEF exchange of Rap1B-BODIPY-GDP, fluorescence | Potency, µM (series often up to 114 µM), without a hit: top-dose activity, negative = inhibition, hits mostly inhibitors | actives 0.18% (n = 360,000); note: % is set by controls: 0 for no effect and ±100 for the full control effect; nearly all actives have a fitted effect of over 45% in size; many of its hits are not listed in these tables
Target sequence (Q8WZA2 whole entry, looked up): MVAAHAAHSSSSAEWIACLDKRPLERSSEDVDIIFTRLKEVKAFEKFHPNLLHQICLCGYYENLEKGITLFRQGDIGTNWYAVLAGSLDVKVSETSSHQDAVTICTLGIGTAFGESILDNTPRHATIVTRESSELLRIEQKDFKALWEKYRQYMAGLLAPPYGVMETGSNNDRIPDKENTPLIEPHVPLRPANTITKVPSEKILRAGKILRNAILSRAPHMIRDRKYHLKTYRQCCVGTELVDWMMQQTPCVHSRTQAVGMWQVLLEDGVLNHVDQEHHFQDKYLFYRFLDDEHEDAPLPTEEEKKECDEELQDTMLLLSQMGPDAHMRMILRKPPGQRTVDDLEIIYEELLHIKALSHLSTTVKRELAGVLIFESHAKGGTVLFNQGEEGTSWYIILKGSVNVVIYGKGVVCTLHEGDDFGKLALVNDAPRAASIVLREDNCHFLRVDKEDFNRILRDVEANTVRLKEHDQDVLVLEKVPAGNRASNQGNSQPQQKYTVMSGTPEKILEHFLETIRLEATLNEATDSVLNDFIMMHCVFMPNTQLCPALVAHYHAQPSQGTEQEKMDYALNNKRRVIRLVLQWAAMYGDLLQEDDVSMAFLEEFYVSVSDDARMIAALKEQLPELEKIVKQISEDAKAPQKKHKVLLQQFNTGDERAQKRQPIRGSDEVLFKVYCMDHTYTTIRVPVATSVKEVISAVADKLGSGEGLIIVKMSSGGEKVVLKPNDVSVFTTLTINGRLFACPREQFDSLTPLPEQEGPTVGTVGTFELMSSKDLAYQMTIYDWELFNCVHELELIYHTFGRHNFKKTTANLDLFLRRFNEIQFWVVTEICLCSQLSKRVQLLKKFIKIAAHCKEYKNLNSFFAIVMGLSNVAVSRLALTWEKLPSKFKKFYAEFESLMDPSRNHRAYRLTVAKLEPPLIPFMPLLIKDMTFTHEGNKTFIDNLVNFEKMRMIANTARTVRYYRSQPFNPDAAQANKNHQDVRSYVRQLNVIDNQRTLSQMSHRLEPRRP
Nrf2 block – inhibitors of Nrf2 signaling | A549 ARE-Fluc reporter, luciferase luminescence, 18-24 h | Potency, µM (titrated, usually from 46 µM), for the others: top-dose activity change, negative = inhibition, actives largely listed as inhibitors | actives 2.1% (n = 360,000); note: % is set by controls: 0 for no effect and ±100 for the full control effect; nearly all actives have a fitted effect of over 60% in size
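A549 ARE_Fluc cells (5000/well, 5% FBS OPTI-MEM) pre-incubated 2 h, then treated with compounds 18-24 h at 37C/5% CO2 in concentration-response. CellTiter-Fluor viability read first; BugLite luciferase luminescence after 15 min at room temperature gives Nrf2 activity.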
ATXN2 expr inh – reduces ATXN2 reporter expression in HEK-293 cells; HEK-293 ATXN2-luciferase reporter, luminescence, 24 h; Potency, µM (titrated, usually from 57 µM), without a hit: top-dose activity change, negative = inhibition, usual class: inhibitors; actives 0.72% (n = 360,000); note: % is set by controls: 0 for no effect and ±100 for the full control effect; nearly all actives have a fitted effect of over 55% in size
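qHTS (up to 57 uM final) was run with 24 h compound exposure of reporter cells at 37 °C. Each well was multiplexed: SteadyGlo luminescence measured ATXN2-luciferase expression after a fluorogenic Gly-Phe-AFC viability readout (25 uM final).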
TGFb SMAD3 inh – blocks TGF-b signaling | actives 1.2% (n = 410,000) | HepG2 CAGA-GFP TGF-b/SMAD3 reporter, GFP fluorescence, 18 h; TGF-beta stimulated, 500 pg/mL final | AID 588855 | Potency, µM (doses to about 46.1 µM), for inactives: at the highest dose activity, negative = inhibition, usual class: inhibitors; note: % is set by controls: 0 for no effect and ±100 for the full control effect; nearly all actives have a fitted effect of over 65% in size
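First, reporter cells (HEPG2 CAGA-GFP) rested 2 h at 37 degrees C. Next, compounds were pinned in and TGF-beta added to 500 pg/mL final. After 18 h, GFP was imaged per cell and summed per well.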
HepG2 viability – HepG2 cytotoxicity, counter-screen for TGF-b inhibitors; AID 588856; HepG2 CAGA-GFP viability, ATP luminescence, 18 h; actives 0.76% (n = 410,000); Potency, µM (doses to about 46.1 µM), for inactives: at the top dose activity change, negative = cytotoxicity, actives largely listed as cytotoxic; note: some results filed as inactive show a strong effect at the top dose
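HepG2 CAGA-GFP cells (1000/well, DMEM with 1% FBS) received compound, then TGF-beta at 500 pg/mL final, and were incubated 18 hours at 37 degrees C. Viability was read by CellTiter-Glo luminescence. Media-only wells were set as complete cell-killing and DMSO as no toxicity.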
MCF10A rerep – induces DNA re-replication in MCF 10a normal breast cells. MCF 10A DNA re-replication, Hoechst nuclear intensity, 48 h. Potency, µM (series often up to 46.1 µM), for inactives: at the highest dose activity, positive = re-replication, usual class: activators. actives 2.9% (n = 350,000). AID 624296; note: % of control where 0% means no effect; nearly all actives have a fitted effect of over 50% in size
Nrf2 ARE act – activates Nrf2 signaling. actives 0.31% (n = 410,000). Potency, µM (series often up to 46.1 µM), for inactives: at the top dose activation, actives largely listed as activators. AREc32 ARE-luciferase reporter (MCF7-derived line), luminescence, 24 h; note: % of control where 0% means no effect; nearly all actives have a fitted effect of over 65% in size
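Quantitative high-throughput format: AREc32 reporter cells, 1000 per well, received compound by pin transfer and were incubated 24 hr at 37 deg C, 5% CO2, before Steady-Glo luminescence detection.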
A549 viability – A549 cytotoxicity, counter-screen for Nrf2 inhibitors | A549 ARE-Fluc cells, CellTiter-Fluor viability, 18-24 h | Potency, µM (top dose mostly 46 µM), for the others: top-dose activity change, negative = cytotoxicity, actives largely listed as inhibitors | actives 0.16% (n = 390,000) | AID 504648; note: % is set by controls: 0 for no effect and ±100 for the full control effect
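Cytotoxicity counterscreen: CellTiter-Fluor fluorescence was measured in A549 ARE_Fluc cells after 18-24 h of compound exposure in a concentration series. The subsequent BugLite luminescent read reports ARE-luciferase activity.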
ATXN viability – viability counter-screen for ATXN expression inhibitors; S2 cells (HEK-293 line with an ATXN2-luciferase reporter) viability, CellTiter-Fluor protease fluorescence, 24 h; Potency, µM (doses to about 56.7 µM), usual class: cytotoxic; actives 0.49% (n = 400,000); AID 651635; note: nearly all actives have a fitted effect of over 40% in size
The depositor's hits bear a star; i = inactive; ? = inconclusive; . = no result given; [ ] = remark or other dose. Calls come from the whole dose curve; as a rule, active = well fitted curve in the direction sought with a large enough effect; inconclusive = small, poorly fitted or top-dose-only effect, or another doubt; inactive = no such curve, though single readings can be large; an effect the other way counts as inactive or inconclusive. Potency is the fitted concentration of half-maximal effect.

SMILES	EPAC2 antagonist	Nrf2 block	ATXN2 expr inh	TGFb SMAD3 inh	HepG2 viability	MCF10A rerep	Nrf2 ARE act	A549 viability	ATXN viability
Cc1c(Cl)cccc1NC(=S)NN1CCOCC1	7%	.	1%	2%	-11%	-16%	3.7%	0%	?
CCOC(=O)[C@]12CCC=C1N(Cc1ccco1)C(=O)[C@H](CC(=O)NCc1cccs1)C2	3%	.	16%	.	.	.	0.4%	.	i
Cc1ccc(N2CCN(C(=O)c3nn(C)c4c3CSc3ccccc3-4)CC2C)cc1 (configuration not stated)	.	8%	.	?	-37%	.	0.1%	-5%	.
COCCNC(=O)CSc1nc2cc3c(cc2c(=O)n1Cc1ccc(C(=O)NCCc2ccc(OC)c(OC)c2)cc1)OCO3	.	.	.	18%	5%	.	-0.8%	6%	.
CCOc1ccc(NC(=O)C2CCC(CNS(=O)(=O)c3ccc(Br)s3)CC2)cc1 (configuration not stated)	.	4%	-11%	-19%	-3%	.	1.0%	2%	i
Cc1ccsc1/C=C/c1ccc2ccccc2n1	-4%	?	8%	-24%	-64%	?	17%	?	i
Cc1ccc(C(=O)NCC(c2ccc(F)cc2)N2CCOCC2)s1 (configuration not stated)	-9%	17%	5%	12%	0%	2%	0.3%	1%	i
Cc1cc(C(=O)COC(=O)c2ccc(NC(=O)CC#N)cc2)c(C)n1C1CC1	-7%	15%	11%	-14%	-1%	?	-0.4%	1%	i
Cc1ccc(N)cc1O	-10%	27%	?	?	-38%	?	9.1%	4%	?
Cc1nnc(C)n1/N=C/c1cccc([N+](=O)[O-])c1	2%	-12%	-11%	6%	4%	0%	-0.5%	-10%	?
CC(NC(=O)c1ccc(OC2CCN(C(=O)c3cccnc3)CC2)cc1)C1CC1 (configuration not stated)	-2%	-8%	-1%	4%	-14%	?	-0.3%	2%	i
CCOC(=O)N1CCN(CC(=O)Nc2ccc(C)cc2)CC1	-7%	11%	-6%	-6%	-15%	1%	-0.7%	8%	i
CC(C)CC(=O)NS(=O)(=O)c1ccc(NS(C)(=O)=O)cc1	-3%	12%	.	9%	3%	8%	-0.6%	6%	i
CCOc1ccc(N2CC(C(=O)NCc3ccccn3)CC2=O)cc1 (configuration not stated)	-7%	2%	2%	5%	3%	-24%	0.3%	3%	i
CC(=O)c1ccc(N2CCN(C(=S)Nc3ccc(Cl)c(Cl)c3)CC2)cc1	-7%	0%	-10%	-25%	-23%	?	5.4%	-1%	i
Cc1cccc(NC(=O)N2CCCC(CNC(=O)c3ccccc3Cl)C2)c1C (configuration not stated)	0%	-14%	10%	0%	-2%	1%	0.0%	-12%	i
Cc1cccn2c(=O)nc(SCC(=O)NCc3ccc(F)cc3)nc12	-28%	3%	5%	22%	2%	8%	-0.2%	8%	i
CCN(CC)S(=O)(=O)c1ccc(N2CCOCC2)c(NC(=O)CNCCc2ccccc2)c1	-3%	-12%	.	-29%	-23%	0%	2.6%	-15%	?
CC(=O)N1c2ccccc2C2(C)C(C1(C)C)C2(Cl)Cl (configuration not stated)	-6%	?	-16%	-7%	-12%	9%	0.1%	12%	i
Cc1cc(C)cc(NC(=O)CCCn2c3ccccc3c(=O)c3ccccc32)c1	.	-96%	?	?	-47%	.	-1.0%	?	i

An excerpt of these results, in markdown:
| structure | EPAC2 antagonist | Nrf2 block | ATXN2 expr inh | TGFb SMAD3 inh | HepG2 viability | MCF10A rerep | Nrf2 ARE act | A549 viability | ATXN viability |
| --- | --- | --- | --- | --- | --- | --- | --- | --- | --- |
| COCCNC(=O)CSc1nc2cc3c(cc2c(=O)n1Cc1ccc(C(=O)NCCc2ccc(OC)c(OC)c2)cc1)OCO3 | . | . | . | 18% | 5% | . | -0.8% | 6% | . |
| CCOc1ccc(NC(=O)C2CCC(CNS(=O)(=O)c3ccc(Br)s3)CC2)cc1 (configuration not stated) | . | 4% | -11% | -19% | -3% | . | 1.0% | 2% | i |
| Cc1ccsc1/C=C/c1ccc2ccccc2n1 | -4% | ? | 8% | -24% | -64% | ? | 17% | ? | i |

Returning to the listing with the 5 entries that preceded the break.
SMILES	EPAC2 antagonist	Nrf2 block	ATXN2 expr inh	TGFb SMAD3 inh	HepG2 viability	MCF10A rerep	Nrf2 ARE act	A549 viability	ATXN viability
Cc1cccc(NC(=O)N2CCCC(CNC(=O)c3ccccc3Cl)C2)c1C (configuration not stated)	0%	-14%	10%	0%	-2%	1%	0.0%	-12%	i
Cc1cccn2c(=O)nc(SCC(=O)NCc3ccc(F)cc3)nc12	-28%	3%	5%	22%	2%	8%	-0.2%	8%	i
CCN(CC)S(=O)(=O)c1ccc(N2CCOCC2)c(NC(=O)CNCCc2ccccc2)c1	-3%	-12%	.	-29%	-23%	0%	2.6%	-15%	?
CC(=O)N1c2ccccc2C2(C)C(C1(C)C)C2(Cl)Cl (configuration not stated)	-6%	?	-16%	-7%	-12%	9%	0.1%	12%	i
Cc1cc(C)cc(NC(=O)CCCn2c3ccccc3c(=O)c3ccccc32)c1	.	-96%	?	?	-47%	.	-1.0%	?	i
O=C(NCc1ccc(F)cc1)c1ccc(N2CCc3ccccc32)c([N+](=O)[O-])c1	-10%	?	-20%	?	18%	19%	-0.3%	-17%	i
COc1ccc([C@@H]2CC=C(C(=O)O)[C@H](c3ccc(Cl)cc3)N2S(=O)(=O)c2ccc(C)cc2)cc1OC	1%	-10%	4%	1%	-13%	7%	0.4%	17%	i
O=C(c1cccc(C(=O)N2CCN(c3ccccc3F)CC2)n1)N1CCN(c2ccccc2F)CC1	5%	-6%	5%	-9%	-9%	17%	0.1%	-6%	i
CCOC(=O)c1c(CC(C)C)csc1NC(=O)COC(=O)c1ccc(O)cc1	-9%	-12%	-27%	0%	-10%	16%	-0.1%	10%	i
S=C(NC1CCCC1)N1CCN(c2ncccn2)CC1	17%	-5%	-4%	1%	-5%	?	-0.2%	1%	i
O=C(NC1CCN(S(=O)(=O)c2ccccc2F)CC1)c1ccco1	14%	4%	-2%	1%	-7%	4%	0.4%	0%	i
CCOc1ccc2nc(SCC(=O)N3CCN(C(=O)c4ccco4)CC3)sc2c1	-4%	.	3%	-21%	-77%	20%	4.2%	2%	i
Cc1ccccc1N(CC(=O)NC1CCCCC1)C(=O)CCCC(=O)Nc1ccccn1	1%	-12%	-10%	6%	-14%	7%	-0.1%	-7%	i
N#CCC(=N)N1CCN(c2ccc(Cl)cc2)CC1	1%	.	-11%	7%	5%	3%	1.7%	-4%	i
COCCNC(=S)NCCCNc1nc2cc3c(cc2cc1C#N)OCO3	-4%	2%	-20%	-11%	-1%	-6%	-0.1%	19%	.
O=C(CSc1nnc(-c2ccco2)o1)Nc1c(F)cccc1F	10%	1%	.	6%	-8%	-1%	0.0%	10%	i
CCN(CC)C(=O)Cn1c(C)c(/C=C/c2cc[n+](C)cc2)c2ccccc21	27%	5%	1%	44%[activator]	-2%	11%	-0.7%	-9%	i
COc1ccc(-c2c(C#CC(C)(C)O)c3ccccc3n2C)cc1	?	8%	-16%	-25%	-37%	?	10%	-1%	?
CC(=O)NC(Cc1c[nH]c2ccccc12)C(=O)NCCc1ccccn1 (configuration not stated)	3%	-3%	5%	18%	-1%	-4%	-0.1%	0%	i
Cn1c(O)c(/C=N/NC(=O)c2cc3ccccc3cc2O)c2ccccc21	30%	?	-34%	?	-74%	21µM*	2.6%	-18%	.
Cc1ccccc1CS(=O)(=O)c1nnc([C@H](CC(C)C)NC(=O)OC(C)(C)C)o1	3%	.	?	5µM*	-90%	25%	?	9%	?
COc1ccccc1N(C(=O)c1ccco1)C(C(=O)NC1CCCC1)c1cccnc1 (configuration not stated)	-2%	-4%	3%	?	0%	4%	-0.9%	-6%	i
COc1ccc(NC(=S)NC2CC3CCC(C2)N3Cc2ccco2)cc1 (configuration not stated)	11%	4%	10%[11.3 µM]	-1%	0%	-5%	-0.9%	0%	i
CCN(C(=O)[C@@H]1CCCN1C(=O)c1cccs1)c1nc2cc(Cl)ccc2s1	-24%	?	4%	?	-2%	15%	14%	3%	i
O=C(COC(=O)C1=COCCO1)NC1CCCCCCC1	5%	-2%	29%	0%	-9%	1%	0.6%	-3%	i
Cc1ccc(-c2nc3sc(C#N)c(N)n3c(=O)c2C#N)cc1	9%	?	29%	16%	-1%	-1%	?	-1%	i
O=C(CCSCCc1ccccn1)Nc1ccc(Cl)cn1	-2%	-1%	0%	?	0%	-5%	0.0%	-6%	i
O=C(OCCN=C1NS(=O)(=O)c2ccccc21)C1CC(=O)N(c2ccc3ccccc3c2)C1 (configuration not stated)	7%	3%	3%	2%	-1%	0%	-0.3%	2%	i
CN1C(=O)NC(c2ccc(O)cc2)C2=C1CN(c1ccc(O)cc1)C2=O (configuration not stated)	2%	15%	5%	-1%	13%	?	2.5%	1%	i
Cc1onc(-c2ccccc2)c1C(=O)Nc1nc2c(s1)CCCC2	0%	-6%	17%	2%	-10%	12%	5.2%	-15%	i
COc1ccc(CN2CSC(=S)N(Cc3ccc(OC)cc3)C2)cc1	-14%	-9%	.	?	13µM*	?	?	-9%	?
CN(CCO)c1cccc2c1S(=O)(=O)N[C@@H](Cc1ccccc1)CO2	-15%	.	6%	.	.	.	0.3%	.	i
CN1C(=O)c2ccc(NC(=O)CSc3ccccc3)cc2C1=O	-7%	-8%	.	-7%	-7%	-1%	-0.4%	-6%	i
C[C@@H]1COc2cc(N3CCC[C@H]3CO)ccc2S(=O)(=O)N1	0%	.	18%	.	.	.	-0.6%	.	i
Cn1cc(Br)c(C(=O)NNC(=O)c2ccc(Cl)cc2)n1	23%	3%	37%	2%	-6%	1%	0.2%	1%	i
O=C(N/N=C/c1ccc(OC(=O)c2ccccc2Br)cc1)c1ccccn1	-14%	-8%	3%	21%	-3%	8%	0.2%	-6%	i
COc1ccc(-n2c(SCC(=O)c3c(N)n(C)c(=O)n(C)c3=O)nc3ccccc32)cc1	0%	.	-2%	-1%	-26%	-4%	0.2%	-2%	i

This is a subset; the hit share may differ from the screen's.
